# FLuc act counter: FLuc activators, initial screening, artefact control for FLuc-dependent activation tests, biochemical, ATPlite luminescence; AID 1027, 2008; activation factor at 10 µM; Luciferin 4-monooxygenase (Photinus pyralis), P08659; ATPlite luciferase biochemical, 10 min; 0 = ATP-free wells, 1 = DMSO control; 200,000 tested, under 10 active;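 active = luciferase activation factor, scaled between plate controls, of at least 2 with compound at 10 µM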
# Target sequence (P08659 whole entry, looked up): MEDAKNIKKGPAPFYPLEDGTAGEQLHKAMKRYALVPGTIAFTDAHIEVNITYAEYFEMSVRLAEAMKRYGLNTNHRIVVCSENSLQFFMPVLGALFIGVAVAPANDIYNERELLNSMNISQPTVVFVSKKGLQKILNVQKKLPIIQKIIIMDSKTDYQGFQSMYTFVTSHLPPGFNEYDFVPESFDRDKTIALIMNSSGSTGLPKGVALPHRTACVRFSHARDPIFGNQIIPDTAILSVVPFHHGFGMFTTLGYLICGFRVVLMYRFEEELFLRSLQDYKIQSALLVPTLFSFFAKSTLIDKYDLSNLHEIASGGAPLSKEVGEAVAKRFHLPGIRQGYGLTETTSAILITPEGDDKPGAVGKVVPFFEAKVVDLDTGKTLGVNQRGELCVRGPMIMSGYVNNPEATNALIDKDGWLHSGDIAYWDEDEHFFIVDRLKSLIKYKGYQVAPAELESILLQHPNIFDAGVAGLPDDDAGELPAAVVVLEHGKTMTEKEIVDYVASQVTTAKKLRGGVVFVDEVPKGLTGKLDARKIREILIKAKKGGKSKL
#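 Assay system – cell-free luciferase reagent · Medium – PBS-based ATP solution · Dosing – test compounds dosed from 2 mM stocks in 100% DMSO · Timing – 10 min, room temperature · Technique – light output (luminescence) · Measure – luminescence gain marking luciferase activators · Controls – No-ATP low control, compound-free enzyme-plus-ATP high control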
# TNAP inh hi DEA: human TNAP enzyme inhibitors, primary screen, biochemical, luminescent, high phosphate acceptor level, uHTS. Alkaline phosphatase, tissue-nonspecific isozyme (Homo sapiens), P05186. purified TNAP, CDP-star luminescence, 1 M DEA. inhibition, % at 20 µM. 200,000 compounds, 0.03% hits. AID 1135, 2008;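 active = over 50% inhibition of tissue-nonspecific alkaline phosphatase at 20 µM in the single-dose screen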;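 also: plate controls were DMSO wells for no effect and EDTA-quenched wells as full inhibition for full effect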
# TNAP inh no acc: human TNAP enzyme inhibitors, primary screen, biochemical, luminescent, no phosphate acceptor, uHTS. Alkaline phosphatase, tissue-nonspecific isozyme (Homo sapiens), P05186. purified TNAP, CDP-star luminescence, 30 min. inhibition, % at 20 µM. 200,000 compounds, 0.26% hits;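 active = tissue-nonspecific alkaline phosphatase inhibition above about 50% at 20 µM in the single-dose screen, limit read from the data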;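 also: 0% = DMSO negative control and 100% = EDTA positive control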
# bIAP act: bovine intestinal alkaline phosphatase activators, primary screen, biochemical, bovine IAP, CDP-star luminescence; alkaline phosphatase, intestinal [Bos taurus]; purified bovine IAP, 30 min; active compounds read high; fold of DMSO-control signal, blank-subtracted; activation factor at 20 µM; 200,000 compounds, 0.17% hits;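 active = activation factor of 2 or more at 20 µM, a signal rise over negative controls twice the positive control's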
# PMI act satM6P: human PMI activators, high substrate, primary screen, biochemical, fluorescence intensity, near-saturating mannose 6-phosphate | coupled PMI enzyme assay, resazurin fluorescence, 20 min; active compounds read high; 1 = untreated enzyme, 0 = substrate-free blank | activation factor at 20 µM | 190,000 compounds, 0.34% hits | AID 1216, 2008;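 active = activation factor of 2 or more at 20 µM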
# Target sequence (P34949 whole entry, looked up): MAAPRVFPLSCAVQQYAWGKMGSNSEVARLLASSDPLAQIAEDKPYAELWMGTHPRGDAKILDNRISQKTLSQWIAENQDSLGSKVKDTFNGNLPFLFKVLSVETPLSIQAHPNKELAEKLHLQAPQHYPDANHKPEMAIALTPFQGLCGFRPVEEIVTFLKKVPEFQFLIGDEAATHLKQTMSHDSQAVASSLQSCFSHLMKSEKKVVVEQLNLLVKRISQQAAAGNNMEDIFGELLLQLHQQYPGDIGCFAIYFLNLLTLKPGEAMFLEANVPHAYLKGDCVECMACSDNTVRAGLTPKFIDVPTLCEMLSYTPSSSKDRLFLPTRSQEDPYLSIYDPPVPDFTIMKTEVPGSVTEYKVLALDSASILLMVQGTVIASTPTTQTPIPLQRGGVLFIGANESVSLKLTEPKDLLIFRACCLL
#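 Test system: Human PMI in coupled enzyme assay | Input: 15 ng/mL PMI | Medium: HEPES-buffered pH 7.4 with magnesium and detergent | Compound: One concentration, 20 µM, in 1% DMSO | Incubation: Enzyme reaction with compound 20 min at room temperature | Detection: Diaphorase-driven resazurin-to-resorufin fluorescence, excitation 544, emission 590 nm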
# NF-kB neuron act: activators of NF-kB expression in neurons, primary screen, cell-based, HTS. human neuronal cells, NF-kB reporter expression; active compounds read high. fold change at 12.5 µM. 190,000 compounds, 1.6% hits. AID 1239, 2008; in the data active = fold change above about 3.3
# APP 5'UTR act: activators of APP 5'UTR luciferase reporter, primary screen, SH-SY5Y cells; SH-SY5Y APP 5'UTR luciferase reporter, luminescence; zero percent = DMSO vehicle wells; 190,000 compounds, 1% hits; activation, % at 2 µM;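 active = activation above a set limit, based on mean plus 3 SD of controls, cut at about 140% in these data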; also: values of inactives mirror those of a sister screen read the other way
# TNAP act hi DEA: TNAP activators at high phosphate acceptor level, primary screen, biochemical, luminescence, uHTS; Alkaline phosphatase, tissue-nonspecific isozyme (Homo sapiens), P05186; purified TNAP, CDP-star luminescence, 1 M DEA, 30 min; active compounds read high; 0 = EDTA background, 1 = DMSO-only activity; activation factor at 20 µM; 200,000 tested, under 10 active; AID 1136, 2008;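 active = activation factor at least 2 at 20 µM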
#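 Assay system: human TNAP; Input: enzyme diluted 1/800 final; Reagent: CDP-star luminogenic substrate at 100 µM final; Timing: 30 min, room temperature; Signal: luminescence; Evaluation: TNAP activation factor scaled between EDTA and DMSO control wells.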
# PMI activator: activators of human PMI, primary screen, biochemical, fluorescence intensity, near-Km mannose 6-phosphate; Mannose-6-phosphate isomerase (Homo sapiens), P34949; purified human PMI, coupled resazurin fluorescence, 20 min; active compounds read high; 1 = vehicle control, 0 substrate-free wells; activation factor at 20 µM; 190,000 compounds, 0.005% hits;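 active = activation factor of 2 or more at 20 µM, relative to plate controls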
# FLuc inh counter: firefly luciferase enzyme inhibitors, primary screen, artefact control for luciferase-based inhibitor screens, biochemical, luminescence, ATPLite; inhibition, % at 10 µM; 200,000 compounds, 1.5% hits; 10 min;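 active = inhibition above about 50% when tested at 10 µM, limit read from the data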
# An asterisk follows results filed as active.
# Second line of a record – FLuc act counter, TNAP inh hi DEA, TNAP inh no acc, bIAP act, PMI act satM6P, NF-kB neuron act, APP 5'UTR act, TNAP act hi DEA, PMI activator, FLuc inh counter
CCCC(C(=O)NCC1CCCO1)N(Cc1ccco1)C(=O)CNS(=O)(=O)c1ccc(F)cc1 (stereo not given)
→ 1, -5, -9, 1, 0.9, 1.3, 3, 1.1, 0.9, -1
CCCCCn1c(N2CCN(Cc3ccccc3)CC2)nc2c1c(=O)[nH]c(=O)n2C
→ 1, -5, -5, 1.2, 0.9, 1.2, 15, 1, 0.9, -5
O=C(O)CCN1C(=O)C2C3C=CC(C3)C2C1=O (stereo not given)
→ 1, -2, -8, 1, 1, 1.2, 1, 1, 0.9, -1
Cc1cc(C)cc(Nc2nc3c([nH]2)c(=O)n(C)c(=O)n3C)c1
→ 0.9, -2, -10, 1.1, 1, 1.2, -3, 1, 1, 5
CCCc1cc(=O)[nH]c(SCC(=O)c2cc(C)n(-c3cc(C)on3)c2C)n1
→ 1, -4, -10, 1, 1.1, 1.1, -15, 1, 1, 0
Cc1ccc(CNC(=O)NC23CC4CC(CC(C4)C2)C3)cc1
→ 1, -3, -6, 1, 1.1, 0.93, -15, 1, 1, -5
CCn1c(SCC(=O)N=Nc2c(O)[nH]c3ccccc23)nc2ccccc21
→ 1.1, -6, 22, 1.1, 1, 0.83, 11, 1.1, 1, -10
CCOC(=O)N1CCN(Cc2ccccc2F)CC1
→ 1.1, -2, -2, 1, 0.9, 0.99, -5, 1, 0.9, -9
Nc1ccc(C(=O)N/N=C\c2cc(N=Nc3cccc4ccccc34)ccc2O)cc1
→ 1, 26, 24, 0.7, 0.9, 1.3, -6, 0.7, 1.1, 4
O=C(CSc1nnnn1-c1cccc2c1CCCC2)N1CCCC1
→ 1, -5, -3, 1, 1.1, 1.3, -2, 1, 1.1, 3
O=C(Nc1ccc(-c2nc3ncccc3o2)cc1)c1ccco1
→ 0.8, -2, -13, 0.9, 1, 2.7, 92, 1, 0.9, 24
O=C(O)c1cc(NCc2ccccc2C(F)(F)F)ccc1N1CCOCC1
→ 1.1, -4, -12, 0.9, 0.9, 1.1, 5, 1, 1, -6
C=CCSc1nc(=O)n2ccc(C)cc2n1
→ 1, -1, -4, 1, 0.8, 1.5, 1, 1, 0.9, -3
CCCCCCN1C2=NCCN2c2ccccc21
→ 1, 4, 5, 0.8, 0.9, 1.1, -12, 1, 0.9, 0
O=C(NCc1ccco1)C12CN(Cc3ccccc3)CC1C(c1ccc([N+](=O)[O-])cc1)=NO2 (stereo not given)
→ 1, 0, -3, 1, 1, 0.91, 3, 1, 0.9, -3
Cc1cc(C)n(CCc2nc(-c3ccc(C)o3)cs2)n1
→ 1, 1, -8, 1, 1.3, 1.4, -2, 1, 1.2, 0
O=C(C[n+]1cc(-c2ccc(Cl)c(Cl)c2)n2c1CCC2)N1c2ccccc2Sc2ccccc21
→ 1.1, -3, -16, 1.2, 1.2, 0.76, -7, 1, 1.1, -6
COc1ccc(OC)c2sc(NC(=O)C3CC3)nc12
→ 1, -2, 8, 0.9, 1, 1.7, 8, 1, 1, -4
CCCOc1ccc(Cc2nc(N)nc(N)n2)cc1
→ 1, 2, -9, 1, 1.1, 1.2, -1, 1, 1.1, -1
CCOC(=O)n1c(=O)n(Cc2c(Cl)cccc2Cl)c2ccccc21
→ 1.1, -3, -9, 1, 0.9, 1.1, 20, 1, 0.8, -7
O=C1c2ccccc2NC(c2ccccc2Cl)N1N=C1CCCCCC1 (stereo not given)
→ 0.6, -1, -8, 0.9, 0.9, 1.7, 44, 1, 0.8, 43
COCC(C)OC(=O)C(C#N)c1nc2ccccc2nc1N1CCN(Cc2ccccc2)CC1 (stereo not given)
→ 1, 2, -3, 0.8, 0.8, 0.6, 1, 1, 1.2, -2
O=C(NC(Cc1ccccc1)c1nc2ccccc2[nH]1)c1ccc(Cl)c([N+](=O)[O-])c1 (stereo not given)
→ 1, -1, 2, 0.6, 0.9, 0.71, -5, 1, 0.9, -3
Cc1nnc(SCCn2c(N3CC(C)CC(C)C3)nc3c2c(=O)n(C)c(=O)n3C)s1 (stereo not given)
→ 1, 2, -11, 1, 0.9, 1.4, 2, 1, 0.9, -2
Cc1ccc(C(=O)Oc2ccc(C(=O)COC(=O)c3cnccn3)cc2)cc1
→ 1.1, -6, -6, 0.9, 1.1, 1.2, -1, 1.1, 1.2, -8
COC(=O)c1cccnc1-n1c(=O)c2cccnc2n(Cc2ccc(Cl)cc2)c1=O
→ 1.1, -1, -8, 0.9, 0.9, 0.73, -7, 1, 0.9, -5
COC(=O)c1ccc(CSc2nnc(C)s2)cc1
→ 0.9, 0, -3, 1, 0.9, 2.1, 20, 1, 0.9, 9
Cc1cc(C)cc(C(=O)N2CCN=C2c2ccccc2)c1
→ 1, -3, -6, 0.9, 1.1, 1.1, -3, 1, 1.1, -4
COc1cc(OC)cc(N(C(=O)c2ccco2)C(C(=O)NC2CCCC2)c2ccc(N(C)C)cc2)c1 (stereo not given)
→ 1.1, -11, -19, 0.9, 0.9, 1.2, -13, 1.1, 1, -9
CN1CC=C2C(C#N)=C(N)C(C#N)(C#N)[C@H](c3cccs3)[C@H]2C1
→ 1.1, 5, -18, 0.9, 0.6, 1.3, 6, 0.9, 0.9, -8
COCCCNCCOCCOc1ccccc1-c1ccccc1
→ 1, -1, -12, 0.7, 1, 0.9, 5, 1, 0.9, 1
COc1ccc(-n2cnc3scc(-c4ccc(OC)c(OC)c4)c3c2=O)cc1
→ 1, -8, -3, 1, 1, 0.73, 5, 1.1, 1, -2
CCCOc1ccc(NC(=O)CC2Nc3ccccc3NC2=O)cc1 (stereo not given)
→ 1, -5, -15, 0.9, 1, 0.87, 1, 1, 1, -1
COc1ccc(C2CC2/C(C)=N/OC(=O)c2cccs2)cc1 (stereo not given)
→ 1, -3, -2, 0.9, 1.1, 1.2, -7, 1, 1.1, -1
Nc1nc2n(n1)C(c1cccs1)CC(c1ccc(Br)cc1)N2 (stereo not given)
→ 1, -2, -1, 0.9, 0.9, 0.47, 0, 1, 0.9, -3
CC(=O)c1ccc(NC(=S)NCCc2ccccn2)cc1
→ 1, -6, -10, 1.1, 1.1, 1.1, 33, 1.1, 1.1, 0
CSc1ccccc1C(=O)NCCc1ccc(S(=O)(=O)N2CCCCC2)cc1
→ 1, -2, -9, 1, 1.1, 0.83, -8, 1, 1, -4
CCCCCCC(=O)NNC(=O)CC(=O)Nc1ccccc1C(=O)O
→ 1, -4, -15, 0.9, 0.9, 1.1, 14, 1, 1, -1
CN=c1scc(-c2ccccc2Br)n1/N=C/c1ccc[nH]1
→ 0.5, 2, -18, 1, 0.8, 1.2, 174*, 1, 1.2, 54*
Cc1ccc(SCc2[nH]nc3c2C2(C(=O)Nc4ccc([N+](=O)[O-])cc42)C(C#N)=C(N)O3)cc1 (stereo not given)
→ 1, 1, 2, 1.1, 0.8, 1, -4, 1, 0.8, -1

# Some of the entries above, set out differently:
Molecule	FLuc act counter	TNAP inh hi DEA	TNAP inh no acc	bIAP act	PMI act satM6P	NF-kB neuron act	APP 5'UTR act	TNAP act hi DEA	PMI activator	FLuc inh counter
COC(=O)c1cccnc1-n1c(=O)c2cccnc2n(Cc2ccc(Cl)cc2)c1=O	1.1	-1	-8	0.9	0.9	0.73	-7	1	0.9	-5
COC(=O)c1ccc(CSc2nnc(C)s2)cc1	0.9	0	-3	1	0.9	2.1	20	1	0.9	9
Cc1cc(C)cc(C(=O)N2CCN=C2c2ccccc2)c1	1	-3	-6	0.9	1.1	1.1	-3	1	1.1	-4
COc1cc(OC)cc(N(C(=O)c2ccco2)C(C(=O)NC2CCCC2)c2ccc(N(C)C)cc2)c1 (stereo not given)	1.1	-11	-19	0.9	0.9	1.2	-13	1.1	1	-9
CN1CC=C2C(C#N)=C(N)C(C#N)(C#N)[C@H](c3cccs3)[C@H]2C1	1.1	5	-18	0.9	0.6	1.3	6	0.9	0.9	-8
COCCCNCCOCCOc1ccccc1-c1ccccc1	1	-1	-12	0.7	1	0.9	5	1	0.9	1
COc1ccc(-n2cnc3scc(-c4ccc(OC)c(OC)c4)c3c2=O)cc1	1	-8	-3	1	1	0.73	5	1.1	1	-2
CCCOc1ccc(NC(=O)CC2Nc3ccccc3NC2=O)cc1 (stereo not given)	1	-5	-15	0.9	1	0.87	1	1	1	-1
COc1ccc(C2CC2/C(C)=N/OC(=O)c2cccs2)cc1 (stereo not given)	1	-3	-2	0.9	1.1	1.2	-7	1	1.1	-1
Nc1nc2n(n1)C(c1cccs1)CC(c1ccc(Br)cc1)N2 (stereo not given)	1	-2	-1	0.9	0.9	0.47	0	1	0.9	-3
CC(=O)c1ccc(NC(=S)NCCc2ccccn2)cc1	1	-6	-10	1.1	1.1	1.1	33	1.1	1.1	0
CSc1ccccc1C(=O)NCCc1ccc(S(=O)(=O)N2CCCCC2)cc1	1	-2	-9	1	1.1	0.83	-8	1	1	-4
CCCCCCC(=O)NNC(=O)CC(=O)Nc1ccccc1C(=O)O	1	-4	-15	0.9	0.9	1.1	14	1	1	-1

# Part of the list above, reduced to FLuc act counter.
SMILES	FLuc act counter
CCCCCCC(=O)NNC(=O)CC(=O)Nc1ccccc1C(=O)O	1
Nc1nc2n(n1)C(c1cccs1)CC(c1ccc(Br)cc1)N2 (stereo not given)	1

# Later entries.
# Second line of a record – FLuc act counter, TNAP inh hi DEA, TNAP inh no acc, bIAP act, PMI act satM6P, NF-kB neuron act, APP 5'UTR act, TNAP act hi DEA, PMI activator, FLuc inh counter
Cc1nc2c(c(=O)n1CCC1=CCCCC1)c1nc3ccccc3nc1n2/N=C/c1ccccc1
→ 1, -1, -8, 1, 0.9, 0.43, 5, 1, 0.9, -3
C=CCn1c(-c2csc3c2CCC(C)C3)n[nH]c1=S (stereo not given)
→ 1, -2, -146, 0.8, 0.9, 1.1, 5, 1, 0.9, 1
CCCn1c(SCC(=O)Nc2nnc(C)s2)nnc1-c1ccoc1C
→ 1, -7, -8, 1, 1, 0.91, 0, 1.1, 1, -2
COc1ccc(Cl)c2c1[nH]c1nc(SCc3ccccn3)nnc12
→ 1, 3, -10, 0.9, 0.9, 4.2*, 157*, 1, 0.9, 0
O=C1C2C3c4ccccc4C(c4ccccc43)C2C(=O)N1c1ccncc1 (stereo not given)
→ 1, -5, -7, 1, 1, 0.91, -22, 1.1, 1.1, -5
COc1ccc(CNC(=O)C2CC(c3ccc(F)cc3)=NO2)cc1 (stereo not given)
→ 1, 0, -5, 0.9, 0.9, 1.1, -2, 1, 0.9, -1
CCCN1Cc2cccc(C(=O)Nc3ccc(CN4CCCC4)cc3)c2C1=O
→ 1, 6, 2, 1, 1, 1.4, 8, 0.9, 1.1, 3
